HCV core dimer: HCV core protein dimerization inhibition; inhibition, % at 5 µM; 300,000 compounds, 0.33% hits; TR-FRET GST/Flag-core106 dimerization, 1536-well;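 active = inhibition above the mean of all tested compounds plus 3 SD, set per screening campaign, cut at about 45% in these data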
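Material: GST/Flag-tagged HCV core106 proteins. Incubation: 4 h, 22.5 °C incubation. Read-out basis: inhibition (%) from 671 over 617 nm ratio. Measured by: TR-FRET, excitation 340 nm, emission 617 and 671 nm.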
procasp7 counter: activates human procaspase-7, counter-screen for procaspase-3 activators | P55210 | recombinant procaspase-7, Ac-DEVD-pNA absorbance 405 nm; D23A/D198A/D206A triple mutant, cannot self-cleave; scale: DMSO 0, 5 µM enzyme 100 | activation, % at 8.5 µM | 330,000 compounds, 0.093% hits;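 active = percent activation above the screen-wide mean plus 3 SD, cut at about 25% in these data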
Target sequence (P55210 whole entry D23A/D198A/D206A): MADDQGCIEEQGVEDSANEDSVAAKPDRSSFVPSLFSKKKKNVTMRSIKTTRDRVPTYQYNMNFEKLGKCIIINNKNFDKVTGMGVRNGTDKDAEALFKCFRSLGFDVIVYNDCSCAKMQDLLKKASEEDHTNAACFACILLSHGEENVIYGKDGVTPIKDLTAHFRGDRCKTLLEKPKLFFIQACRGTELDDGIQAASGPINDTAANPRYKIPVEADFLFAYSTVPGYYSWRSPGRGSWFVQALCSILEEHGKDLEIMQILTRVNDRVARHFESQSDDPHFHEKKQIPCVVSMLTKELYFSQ
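Assay system – Uncleavable procaspase-7 mutant enzyme · Quantity – 2 µM procaspase-7 mutant as dispensed · Times – 1 h preincubation, 2 h reaction · Dosing – single nominal 8.5 µM compound dose, 0.8% DMSO final · Buffer or medium – Zinc-free 50 mM HEPES buffer, pH 7.4, with NaCl and Triton X-100 · Detection – Epi-absorbance of released pNA at 405 nm, two timepoints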
procasp3 activ: activates human procaspase-3; activation, % at 8.5 µM; recombinant procaspase-3 D3A, Ac-DEVD-pNA absorbance 405 nm; 330,000 compounds, 0.11% hits; P42574;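 active = activation above the mean of all tested compounds plus 3 SD, cut at about 21% in these data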;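 also: 0% = DMSO alone and 100% = DMSO wells spiked with extra 5 µM PC-3 D3A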
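Compound: 8.5 µM single point, 0.8% DMSO / Material: Autoprocessing-dead procaspase-3 D3A mutant enzyme / Timing: 1 h preincubation plus 2 h reaction at 25 °C / Medium: Zinc-free HEPES/NaCl buffer with 0.01% Triton X-100 at pH 7.4 / Technique: 405 nm absorbance of p-nitroaniline, reads at 0 and 120 min / Repeats: one well per compound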
AHR activator: human AHR activation | AHR-responsive luciferase reporter cells, luminescence | activation, % at 5 µM | 320,000 compounds, 2.5% hits; in the data active = activation above about 47%;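 also: 0% = vehicle wells and 100% = reference agonist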
PP5 primary: PP5 (human) phosphatase inhibition | P53041 | purified PP5c, OMFP substrate fluorescence | inhibition, % at 6.7 µM | 320,000 compounds, 0.18% hits;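 active = inhibition above the campaign's mean inhibition across all tested compounds plus 3 SD, cut at about 9.5% in these data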;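 also: 0% = DMSO only and 100% = 100 µM cantharidin control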
Target sequence (P53041 whole entry, looked up): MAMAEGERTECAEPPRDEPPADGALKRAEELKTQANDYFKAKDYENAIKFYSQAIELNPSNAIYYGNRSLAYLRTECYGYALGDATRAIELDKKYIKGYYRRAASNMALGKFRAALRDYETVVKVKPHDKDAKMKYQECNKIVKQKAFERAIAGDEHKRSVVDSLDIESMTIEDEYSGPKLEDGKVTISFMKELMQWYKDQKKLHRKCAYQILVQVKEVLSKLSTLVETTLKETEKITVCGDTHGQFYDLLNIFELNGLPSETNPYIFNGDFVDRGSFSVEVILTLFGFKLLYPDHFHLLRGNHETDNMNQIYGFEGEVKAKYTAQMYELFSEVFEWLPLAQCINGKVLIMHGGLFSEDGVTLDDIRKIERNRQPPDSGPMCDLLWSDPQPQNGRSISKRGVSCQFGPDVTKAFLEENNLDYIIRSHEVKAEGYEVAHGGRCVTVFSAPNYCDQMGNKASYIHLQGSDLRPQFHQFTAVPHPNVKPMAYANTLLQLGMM
TPT1 inhibitor: C. albicans TPT1 enzyme inhibition | recombinant caTPT1, FP RNA substrate dephosphorylation | inhibition, % at 5 µM | 300,000 compounds, 0.81% hits | AID 1962;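 active = inhibition above the mean of all tested compounds plus 3 SD, set per screening campaign, cut at about 24% in these data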;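 also: plate controls were DMSO alone for no effect and ferristatin control at 100 nM for full effect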
PP1 counter: blocks human PP1-alpha phosphatase, a PP5 counter-screen. 320,000 compounds, 0.9% hits. purified PP1alpha, OMFP fluorescence. P62136. inhibition, % at 6.7 µM. AID 2235;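 active = inhibition above the mean inhibition of all tested compounds plus 3 SD, computed separately for each screening campaign, cut at about 15% in these data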
PAFAH2 FP inh: PAFAH2 (human) inhibition; Q99487; recombinant PAFAH2, FP-rhodamine activity probe, fluorescence polarization; inhibition, % at 3.39 µM; 340,000 compounds, 0.99% hits; AID 492956;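 active = inhibition above the mean over all tested compounds plus 3 SD, cut at about 30% in these data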;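 also: inhibitors block probe labeling of enzyme so polarization drops; 0% = enzyme with DMSO and 100% = wells lacking PAFAH2 protein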
Fh CTSL1 inh: counter-screen for PFM18AAP inhibitors: inhibitors of F. hepatica cathepsin L1; inhibition, % at 5.96 µM; recombinant F. hepatica cathepsin L1, Z-Leu-Arg-MCA fluorescence; 300,000 compounds, 0.49% hits; AID 1906;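 active = inhibition above the mean of all tested compounds plus 3 SD, set per screening campaign, cut at about 17% in these data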;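 also: 0% = plate median of test compound wells and 100% = 1 µM Z-Phe-Ala-diazomethylketone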
Numbers without * were called inactive; · = no result given.

SMILES | HCV core dimer | procasp7 counter | procasp3 activ | AHR activator | PP5 primary | TPT1 inhibitor | PP1 counter | PAFAH2 FP inh | Fh CTSL1 inh
CCCN(Cc1nnc(-c2cccs2)o1)C(=O)c1cc(S(=O)(=O)N2CCOCC2)ccc1C | · | -7 | 1 | 2 | 0.7 | · | 1 | -10 | ·
Cc1ccc(C2c3[nH]c4ccccc4c3C[C@H]3C(=O)N(c4ccccc4C(=O)NCCN4CCOCC4)C(=O)N23)cc1 (some centres not stated) | -7 | -9 | 3 | 7 | 6.5 | 2 | -6 | 3 | -2
CCOC(=O)c1cnc(C(C)(C)C)[nH]c1=O | -8 | -2 | 7 | 4 | 2.2 | -6 | -1 | 4 | 0
CS(=O)(=O)N1CCC(C(=O)Nc2ccc3c(c2)OCO3)CC1 | 0 | -11 | 4 | 3 | 0.6 | 0 | -8 | -6 | -2
O=C(C1=C[C@@H](C2CC2)C[C@@H](OCc2ccc(CO)cc2)O1)N1CCOCC1 | -10 | 3 | 2 | 3 | 2.1 | 0 | 0 | 1 | -3
CCN(CC)S(=O)(=O)c1cccc(C(=O)N2CC(O)CC2C(=O)O)c1 (configuration not stated) | -3 | 4 | 2 | 1 | 2.8 | -5 | -2 | -3 | -3
COc1cc(/C=N/NC(=S)Nc2cccc(C(=O)O)c2)cc(OC)c1OC | 1 | -1 | -9 | 4 | 1.8 | -4 | -3 | -6 | 1
Cc1ccc(C(=O)CSc2nc(C)cc(=O)[nH]2)cc1 | -3 | -15 | -8 | 8 | 1.2 | 0 | -4 | 1 | -6
Cc1ccc(C(=O)NCC(=O)N2CCCCCCC2)cc1C | · | -2 | 5 | 6 | 2.1 | · | 6 | -7 | ·
CC1(C)CC(=O)C/C(=N\NC(=O)CCc2ccc(S(=O)(=O)N3CCOCC3)cc2)C1 | 1 | 8 | 9 | 0 | -1.6 | 0 | -3 | -3 | -5
Cc1ccc(CNC(=O)c2ccc(N3CCc4ccccc43)c([N+](=O)[O-])c2)cc1 | 14 | 0 | 2 | 4 | 0.2 | -1 | 0 | -5 | 4
CN(CC(=O)Nc1nccs1)S(=O)(=O)c1ccc(F)cc1 | -1 | 1 | -2 | 1 | 0.2 | -1 | -3 | -5 | -3
CS(=O)(=O)N(CC(=O)NCCSc1ccccn1)c1cccc2ccccc12 | -5 | -5 | 6 | -1 | -0.5 | 2 | -2 | -5 | 0
CCOC(=O)N1CCN(C(=O)c2ccc3c(SCC(=O)O)c4c(nc3c2)CCC4)CC1 | -7 | 6 | -4 | 3 | 1.3 | 0 | -4 | 2 | 2
O=C(N/N=C/c1sc(N2CCCCC2)nc1-c1cccs1)c1cccnc1 | -14 | 1 | -9 | 44 | -0.4 | 61* | 0 | -10 | 6
COc1ccccc1C1C(C(C)=O)=C(O)C(=O)N1c1ccc(O)cc1 (configuration not stated) | 8 | 5 | -3 | -3 | 2.7 | 0 | -2 | 1 | 0
COc1ccc(-c2nc(CS(=O)CC(=O)N3CCCC3)c(C)o2)cc1 (configuration not stated) | 12 | -5 | 5 | 1 | -3.7 | -2 | -1 | -3 | -6
CN1[C@@H]2CCC[C@H]1CC(NC(=O)c1nn(C)c3ccccc13)C2 (some centres not stated) | 3 | 3 | 9 | -1 | -0.1 | -4 | -4 | -1 | -1
CC(C)(C)NC(=O)C(c1ccccn1)N(C(=O)c1csnn1)C1CCCC1 (configuration not stated) | -1 | 0 | -3 | 4 | 0.5 | -2 | -8 | 1 | -6
CC1CCN(S(=O)(=O)c2ccc3c(ccn3CCC(=O)NC(C)C)c2)CC1 | -3 | -7 | 3 | 1 | 0.6 | 2 | -5 | -3 | -1

Molecules shown so far with a tert-butyl group (two):
SMILES | HCV core dimer | procasp7 counter | procasp3 activ | AHR activator | PP5 primary | TPT1 inhibitor | PP1 counter | PAFAH2 FP inh | Fh CTSL1 inh
CCOC(=O)c1cnc(C(C)(C)C)[nH]c1=O | -8 | -2 | 7 | 4 | 2.2 | -6 | -1 | 4 | 0
CC(C)(C)NC(=O)C(c1ccccn1)N(C(=O)c1csnn1)C1CCCC1 (configuration not stated) | -1 | 0 | -3 | 4 | 0.5 | -2 | -8 | 1 | -6

Shown as a hit in TPT1 inhibitor, among the entries above:
SMILES | HCV core dimer | procasp3 activ | AHR activator | PP5 primary | TPT1 inhibitor | PAFAH2 FP inh
O=C(N/N=C/c1sc(N2CCCCC2)nc1-c1cccs1)c1cccnc1 | -14 | -9 | 44 | -0.4 | 61* | -10

Further results follow:
SMILES | HCV core dimer | procasp7 counter | procasp3 activ | AHR activator | PP5 primary | TPT1 inhibitor | PP1 counter | PAFAH2 FP inh | Fh CTSL1 inh
O=C(O)c1ccccc1SC1CC(=O)N(c2ccccc2)C1=O (configuration not stated) | 1 | -21 | -20 | 0 | 0.3 | 0 | -4 | -2 | -4
COCC(C)Nc1ncnc2c1cnn2-c1ccc(Cl)cc1 (configuration not stated) | -4 | -5 | 1 | -8 | -1.1 | -5 | -1 | 2 | 2
Cc1cc(N2C(=O)C(O)=C(C(=O)c3ccc(C)o3)C2c2ccc([N+](=O)[O-])cc2)no1 (configuration not stated) | 12 | -4 | 2 | 1 | 3.6 | -1 | 18* | 2 | 3
CCOC(=O)c1ccc(N2C(=O)c3n[nH]c(C)c3C2c2ccc(OC)cc2OC)cc1 (configuration not stated) | 12 | 8 | -6 | -5 | 3.3 | -2 | 10 | 2 | 3
COc1ccc(OC)c(NC(=O)C(C)Oc2ccc(Br)cc2)c1 (configuration not stated) | 3 | 0 | 13 | 3 | 3.6 | -2 | 1 | · | 1
O=Cc1cc(N=Nc2ccccc2Cl)ccc1O | 22 | -12 | 4 | 2 | -1.6 | 1 | -1 | 10 | 4
CC(=O)NCCCc1nc2ccccc2n1Cc1ccccc1F | 0 | -5 | -12 | 3 | -0.5 | 2 | -6 | 9 | -12
C=C(NC(C)=O)c1c(F)cccc1F | · | 0 | 4 | -1 | -1.1 | · | -2 | 2 | ·
O=C(Cn1cnc(S(=O)(=O)N2CCCCC2)c1)NCc1ccco1 | 3 | -5 | 9 | -1 | 1.4 | -7 | -3 | 2 | -2
CC(C)=CCC/C(C)=C/CC/C(C)=C/CC/C(C)=C/CC1=C(C)C(=O)c2ccccc2C1=O | 5 | -9 | -5 | 4 | 3.0 | 1 | -2 | 2 | 1
CCOC(=O)N1CCN(C(=O)CSc2nc(=O)n3ccc(C)cc3n2)CC1 | 3 | 4 | 0 | 1 | -0.5 | -5 | -2 | 0 | 0
Nn1c(SCc2nc3ccccc3[nH]2)nnc1-c1ccccc1 | 3 | 3 | -3 | 9 | -2.8 | 1 | -2 | -1 | -2
Cc1noc(NS(=O)(=O)c2ccc(NC(=O)c3cc(-c4ccccc4Cl)nc4ccccc34)cc2)c1C | 12 | 5 | -2 | 2 | -0.8 | 0 | 9 | 9 | -1
OC(COCC1COc2ccccc2O1)CN1CCc2ccccc2C1 (configuration not stated) | 2 | 4 | 1 | 0 | 1.2 | -4 | 0 | 2 | -1
COc1ccc(CC(=O)OCN2C(=O)c3ccccc3C2=O)cc1OC | 3 | -1 | 6 | 0 | 0.2 | 3 | 0 | 4 | -15
N#Cc1ccccc1NC(=O)CSc1nnc(-c2ccccc2)n1-c1ccccc1 | 7 | 7 | -2 | 65* | 0.2 | 5 | -1 | 7 | -4
CSc1ncc(CN2CCc3c([nH]c4ccccc34)C2c2cccc(C)n2)cn1 (configuration not stated) | 6 | 6 | 3 | 24 | 5.1 | -2 | 0 | 1 | 3
CC1CC(CC(=O)NC(=S)Nc2ccccc2Cl)C(=O)O1 (configuration not stated) | -2 | 5 | 5 | 12 | 0.1 | -1 | 0 | -9 | 0
COc1cc(/C=N/NC(=S)Nc2cccc(Cl)c2C)ccc1OCC(=O)N1CC(C)OC(C)C1 (configuration not stated) | -5 | -1 | -6 | 1 | 3.7 | 3 | 0 | -3 | -1
Oc1ccccc1/C=N/n1c2ccccc2c2ccccc21 | 1 | 2 | 2 | 20 | 3.6 | 2 | 1 | 2 | -2

Limited to PP5 primary and Fh CTSL1 inh, for two of the compounds above:
SMILES | PP5 primary | Fh CTSL1 inh
Nn1c(SCc2nc3ccccc3[nH]2)nnc1-c1ccccc1 | -2.8 | -2
Cc1noc(NS(=O)(=O)c2ccc(NC(=O)c3cc(-c4ccccc4Cl)nc4ccccc34)cc2)c1C | -0.8 | -1

New compounds follow.
SMILES | HCV core dimer | procasp7 counter | procasp3 activ | AHR activator | PP5 primary | TPT1 inhibitor | PP1 counter | PAFAH2 FP inh | Fh CTSL1 inh
Cc1ccc(NC(=S)NC(=O)C2CCCC2)cc1C | 6 | -15 | -1 | 3 | 2.9 | 0 | 3 | 4 | 1
CCOC(=O)c1c(NC(=O)CNCCO)sc(C)c1C | 3 | 2 | 4 | 6 | 3.1 | -4 | -3 | -3 | 0
CCOC(=O)c1c(NC2=NS(=O)(=O)c3ccccc32)sc2c1CCC(C)C2 (configuration not stated) | -24 | -4 | 9 | -4 | 1.1 | 1 | -1 | -5 | 1
CC(C)CNS(=O)(=O)c1cc(C(=O)N2CC(C)OC(C)C2)c(Cl)cc1Cl (configuration not stated) | 2 | 11 | -1 | 0 | 3.5 | 2 | 1 | 3 | 0
COc1cc(C(=O)NCc2ccco2)c(Br)c(OC)c1OC | 0 | -1 | -15 | 2 | 4.7 | 1 | 1 | 1 | 2
CCCn1nc(C(=O)Nc2cccc(C(=O)OC)c2)c2ccccc2c1=O | 4 | 3 | 2 | 4 | 1.5 | 1 | 2 | 0 | 0
CC(C)(C)NC(=O)c1ccccc1NC(=O)c1ccc2c(c1)OCO2 | -2 | 6 | -7 | 68* | 1.0 | 1 | -2 | 3 | 2
Cc1ccc(S(=O)(=O)CCSc2cccc(C(=O)O)c2)cc1 | 0 | -14 | -5 | 1 | -2.4 | 2 | -3 | -4 | -1
Cc1ccc(NC(=O)N2CCCC2C(=O)Nc2ccc3c(c2)OCO3)cc1 (configuration not stated) | 15 | -2 | -5 | 4 | 2.6 | -2 | -3 | -4 | -1
O=C(c1ccc(C(F)(F)F)cc1)c1c[nH]c(C(=O)NCCCn2ccnc2)c1 | -3 | 6 | -6 | 22 | 12* | 0 | -3 | -1 | 0
